AMPAR-TARP mod: modulators of AMPA receptor GluA2-stargazin complexes; O88602+P19491; HEK293 GluA2+stargazin, membrane potential dye (FDSS), glutamate EC50; hits were called plate by plate, in both directions; calls only at 30 µM; actives 3.5% (n = 40,000);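 active = any of four per-well response measures lying three or more SD from its plate-wide compound average, in either direction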
Target sequence (O88602 whole entry, looked up): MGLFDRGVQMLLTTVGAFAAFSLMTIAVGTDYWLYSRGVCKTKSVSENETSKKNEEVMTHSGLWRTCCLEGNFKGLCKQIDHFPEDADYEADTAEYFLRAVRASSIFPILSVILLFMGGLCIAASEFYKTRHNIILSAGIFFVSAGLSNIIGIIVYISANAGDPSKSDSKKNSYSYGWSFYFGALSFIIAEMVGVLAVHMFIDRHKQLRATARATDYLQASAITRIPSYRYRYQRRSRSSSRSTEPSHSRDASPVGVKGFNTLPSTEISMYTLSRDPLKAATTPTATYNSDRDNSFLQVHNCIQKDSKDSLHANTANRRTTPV
Target sequence (P19491 whole entry, looked up): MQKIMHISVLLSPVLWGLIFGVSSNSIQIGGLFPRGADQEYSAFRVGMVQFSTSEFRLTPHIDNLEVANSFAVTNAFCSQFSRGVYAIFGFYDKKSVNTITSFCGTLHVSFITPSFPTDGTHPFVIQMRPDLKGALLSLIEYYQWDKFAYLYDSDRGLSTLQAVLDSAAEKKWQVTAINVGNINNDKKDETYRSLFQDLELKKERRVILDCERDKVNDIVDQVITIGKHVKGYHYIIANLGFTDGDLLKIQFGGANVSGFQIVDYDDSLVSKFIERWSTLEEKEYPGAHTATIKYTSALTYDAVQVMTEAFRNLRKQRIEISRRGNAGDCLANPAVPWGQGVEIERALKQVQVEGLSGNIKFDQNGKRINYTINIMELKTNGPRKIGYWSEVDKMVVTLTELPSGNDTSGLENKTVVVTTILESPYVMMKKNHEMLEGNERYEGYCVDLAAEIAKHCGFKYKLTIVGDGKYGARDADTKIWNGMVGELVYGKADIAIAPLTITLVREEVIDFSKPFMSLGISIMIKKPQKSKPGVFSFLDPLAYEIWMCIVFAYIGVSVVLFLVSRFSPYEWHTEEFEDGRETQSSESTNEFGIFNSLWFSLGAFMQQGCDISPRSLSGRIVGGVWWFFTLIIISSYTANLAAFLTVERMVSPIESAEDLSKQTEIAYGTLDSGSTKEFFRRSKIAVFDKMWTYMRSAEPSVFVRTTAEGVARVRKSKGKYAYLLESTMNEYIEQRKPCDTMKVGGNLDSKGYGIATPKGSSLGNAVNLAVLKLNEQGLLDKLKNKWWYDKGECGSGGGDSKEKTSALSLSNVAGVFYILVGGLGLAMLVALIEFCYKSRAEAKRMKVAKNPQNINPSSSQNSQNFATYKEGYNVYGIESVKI
AMPAR-TARP mod agonism max-min: also measured in AMPAR-TARP mod; calls as there; compound max-min signal; compound-alone response (agonism);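 unitless range of fluorescence divided by baseline over first 100 seconds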
AMPAR-TARP mod glutamate slope: also measured in AMPAR-TARP mod; calls as there; glutamate slope, % of max; measured here: glutamate response slope, % max;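 scaled per plate between vehicle wells and maximal 1 mM glutamate control wells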
* marks the source's active call; other numbers are inactive results; i = inactive; + = active, no number.

SMILES | AMPAR-TARP mod | AMPAR-TARP mod agonism max-min | AMPAR-TARP mod glutamate slope
CN(CCCC(=O)NCCCO)S(=O)(=O)c1ccc2c(c1)C(=O)c1ccccc1C2=O | i | 0.19 | 74
CCOCCCNC(=O)C(=O)Nc1c2c(nn1-c1ccc(OC)cc1)CS(=O)(=O)C2 | i | 0.068 | 55
O=C(NCC(O)c1ccsc1)NC1CCCCC1 (stereo not drawn) | i | 0.09 | 52
Cc1ccc(C(=O)CSc2ccc(NC(=O)C(C)C)nn2)c(C)c1 | i | 0.039 | 51
Cn1nc(-c2cccc(NC(=O)Cc3ccc(Cl)cc3)c2)ccc1=O | i | 0.054 | 68
COc1cc(OC)cc(C(=O)N2CCC(c3ccsc3)CC2)c1 | i | 0.094 | 82
CCOC(=O)NCC1CCN(S(C)(=O)=O)CC1 | i | 0.048 | 44
CCC(=O)Nc1sc(SCC(N)=O)nc1-c1ccccc1 | i | 0.06 | 60
O=C(NCCN1CCOCC1)NC(=O)c1ccccc1 | i | 0.043 | 58
CCCS(=O)(=O)NCCCn1nc(-c2cccs2)ccc1=O | i | 0.12 | 55
CC(C)Cn1nc2ccc(S(=O)(=O)N3CCC(C)CC3)cn2c1=O | i | 0.091 | 54
O=C(NCC1CCN(C(=O)Nc2ccc(F)cc2)CC1)c1cc(-c2ccco2)on1 | i | 0.052 | 50
COC(=O)C1=C(CS(=O)(=O)c2ccc(Cl)s2)NC(=O)NC1c1ccccc1 (stereo not drawn) | i | 0.075 | 43
O=C(CCCCn1c(=O)[nH]c2ccccc2c1=O)NC1CCCCC1 | i | 0.059 | 32
CCOC(=O)C1=C(CS(=O)(=O)c2ccc(C)c(C)c2)NC(=O)NC1c1ccc(O)c(OC)c1 (stereo not drawn) | i | 0.092 | 64
CC(O)C12CC3CC(CC(C3)C1)C2 (stereo not drawn) | i | 0.12 | 62
CCS(=O)(=O)NCC1CCN(Cc2ccccc2SC)CC1 | i | 0.03 | 37
CC(C)(C)NC(=O)c1ccc(N2CCCCS2(=O)=O)cc1 | i | 0.095 | 45
CCOc1ccc(-c2ccc(=O)n(CCNC(=O)NC3CCCCC3)n2)cc1 | i | 0.047 | 57
COc1ccc(NC(=O)C2CCN(S(=O)(=O)c3ccc(OC)cc3)CC2)cc1 | i | 0.11 | 58
CCOc1cc(S(=O)(=O)N(C)C2CCCCC2)ccc1F | i | 0.096 | 65
CCCS(=O)(=O)N1CCC(CN2CCN(C)CC2C)CC1 (stereo not drawn) | i | 0.077 | 53
CCOc1ccc(-c2ccc(=O)n(CC(=O)N3CCN(c4ccccc4)CC3)n2)cc1 | i | 0.04 | 44
CCC(CC)C(=O)NCCCS(=O)(=O)N1CCN(c2ccc(F)cc2)CC1 | i | 0.11 | 50
CCCS(=O)(=O)N1CCCc2ccc(NS(=O)(=O)c3cc(C)ccc3OC)cc21 | i | 0.099 | 55
Cc1ccc(N2CCN(CC(=O)Nc3cc(Cl)ccc3Cl)CC2)c(C)c1 | i | 0.058 | 32
CN1CCC(CNC(=O)c2ccccc2C(F)(F)F)CC1 | i | 0.061 | 55
COc1cccc(-c2cc3ccc(OC(C)=O)cc3oc2=O)c1 | i | 0.092 | 42
COc1ccc(S(=O)(=O)NCCCn2nc(-c3cccs3)ccc2=O)cc1OC | i | 0.09 | 65
CCn1nnc2c(N3CCN(S(=O)(=O)Cc4ccccc4)CC3)ncnc21 | i | 0.086 | 64
COCCn1c(=O)c2c(nc3n2CCCN3c2ccc(Oc3ccccc3)cc2)n(C)c1=O | i | 0.11 | 33
COc1ccc(CC(=O)Nc2nc(-c3ccc(Cl)s3)cs2)cc1 | i | 0.072 | 59
O=C(NCC(c1ccco1)N1CCOCC1)c1nc2ccccc2s1 (stereo not drawn) | i | 0.12 | 35
O=C(NCc1ccc(Cl)cc1)NCC1(O)CCOCC1 | i | 0.14 | 52
COc1cccc(C(=O)N2CCN(c3nccn3-c3cccc(Cl)c3)CC2)c1OC | i | 0.021 | 7
O=C(Cc1cc(-c2ccc3c(c2)OCO3)on1)NCc1ccco1 | i | 0.049 | 38
COc1cccc(CNC(=O)c2cc3cccnc3n(C)c2=O)c1 | i | 0.078 | 65
COc1ccc2nc(-c3cccc(NC(=O)COc4ccccc4)c3)cn2n1 | i | 0.034 | 40
O=C(Cn1nc2c3cc(F)ccc3ncn2c1=O)Nc1ccc(F)cc1 | i | 0.064 | 52
COc1ccc(OC)c(-c2csc(NC(=O)Cc3ccc(C(C)C)cc3)n2)c1 | i | 0.099 | 82
COc1cn(CC(=O)NCc2ccccc2)c(CSc2ncccn2)cc1=O | i | 0.049 | 48
COc1ccccc1OCC(O)CNC(C)C (stereo not drawn) | i | 0.098 | 61
COc1ccccc1-n1c(-c2ccccc2)cn2c3c(=O)n(CC(C)=O)c(=O)n(C)c3nc12 | i | 0.036 | 58
COc1ccccc1CNc1nc2ccccc2nc1NS(=O)(=O)c1ccccc1 | + | 0.14* | 42*
CCOC(=O)CCn1c(=O)c2c(nc3n(-c4ccc(C)cc4)c(C)cn23)n(C)c1=O | i | 0.069 | 29
Cn1nc(-c2cccc(NS(=O)(=O)c3cccs3)c2)ccc1=O | i | 0.093 | 65
Cc1ccc(-n2ncc3c(=O)n(CC(=O)N4CCCCCC4)cnc32)cc1 | i | 0.063 | 30
CCOc1ccc(-c2ccc(N3CCN(C(=O)CSCc4ccccc4)CC3)nn2)cc1 | i | 0.085 | 64
CC1(C)CC(=O)C2=C(C1)Nc1[nH]c(=O)[nH]c(=O)c1C2c1ccc(Cl)cc1Cl (stereo not drawn) | i | 0.038 | 46
COc1ccccc1NC(=O)N1CCC(CNS(=O)(=O)c2cc(F)ccc2F)CC1 | i | 0.092 | 47
CC(=O)Nc1ccc(NC(=O)CCN2C(=O)c3ccccc3S2(=O)=O)cc1 | i | 0.038 | 52
N#Cc1nc(-c2ccc(S(=O)(=O)N3CCc4ccccc4C3)cc2)oc1N1CCCCC1 | i | 0.14 | 77
O=C(Nc1ccc(CC(=O)N2CCOCC2)cc1)c1ccc2nsnc2c1 | i | 0.12 | 23
Cc1ccc2[nH]c3c(c(=O)c2c1)CN(CC(=O)Nc1cc(F)ccc1F)CC3 | i | 0.023 | 53
COc1cccc(-n2cnc3sc4c(c3c2=O)CCCCC4)c1 | i | 0.047 | 57
CCOc1cc(C)ccc1S(=O)(=O)N1CC(C)CC(C)C1 (stereo not drawn) | + | 0.091* | 3.8*
COc1cn(CC(=O)Nc2cc(C)on2)c(CSc2ccc(Cl)cc2)cc1=O | i | 0.1 | 48
COc1cn(-c2ccc(F)cc2)nc1C(=O)Nc1cccc(Cl)c1C | i | 0.094 | 67
COc1ccc(NC(=O)Nc2c(C)nc3cc(C)ccn3c2=O)cc1OC | i | 0.09 | 59
O=C(CCCn1nc(-c2ccc(F)cc2)ccc1=O)NC1CCCC1 | i | 0.052 | 27

Remaining list, next part:
SMILES | AMPAR-TARP mod | AMPAR-TARP mod agonism max-min | AMPAR-TARP mod glutamate slope
O=C(NCc1ccc(F)cc1)N1CCC(c2ccsc2)CC1 | i | 0.1 | 54
CC(C)CCNC(=O)Cc1cc(-c2ccc(Cl)cc2)on1 | i | 0.05 | 37
CCOc1ccc(S(=O)(=O)N2CCN(c3cccc(C)c3C)CC2)cc1 | i | 0.055 | 64
O=C(COc1ncccn1)Nc1ccccc1F | i | 0.09 | 65
COc1cccc(-n2nnc3c(N4CCN(C(=O)C(C)(C)C)CC4)ncnc32)c1 | i | 0.074 | 61
Nc1nc2ccc(OC(F)(F)F)cc2s1 | + | 0.22* | 63*
COC(=O)Cn1c(=O)c2c(nc3n2CC(C)CN3c2ccc(Oc3ccccc3)cc2)n(C)c1=O (stereo not drawn) | i | 0.088 | 66
Cc1ccc(C(CNC(=O)C(=O)NC2CCCCC2)N2CCOCC2)cc1 (stereo not drawn) | i | 0.036 | 52
CCCOc1ccc(Cn2c(=O)oc3ccccc32)cc1 | i | 0.06 | 70
CN1CCN(n2c3c(c(SCC(=O)NCc4ccccc4)nc2=O)CCC3)CC1 | i | 0.18 | 55
COc1cc(OC)cc(C(=O)N2CCN(c3ncnc4c3nnn4-c3ccc(C)cc3)CC2)c1 | i | 0.049 | 64
CSc1ccccc1CN1CCC(CNS(=O)(=O)c2cccc(C(C)=O)c2)CC1 | i | 0.047 | 36
COc1ccc(-c2nnc(NC(=O)c3ccc(Cl)s3)o2)cc1OC | i | 0.11 | 51
Cc1ccc(S(=O)(=O)NCCOc2ccc(-c3ccco3)nn2)cc1 | i | 0.02 | 44
COc1cc(NC(=O)c2ccccc2C)ccc1NC(=O)C(C)C | i | 0.054 | 36
COc1ccccc1Nc1nnc(Cc2ccc(C)cc2)c(=O)[nH]1 | i | 0.065 | 43
CCOc1ccc(C(=O)Nc2ccc(N3CCCC3=O)c(C)c2)cc1OCC | i | 0.07 | 54
CC(C)c1ccc(S(=O)(=O)N2CCN(Cc3ccc(F)cc3)CC2)cc1 | i | 0.074 | 45
COc1ccccc1C(=O)N1CCN(c2nccn2C)CC1 | i | 0.077 | 55
COc1ccc(S(=O)(=O)N2CCCOC2CNC(=O)C(=O)NC2CCCCC2)cc1 (stereo not drawn) | i | 0.079 | 58
Cc1cccc(OCC(=O)Nc2ccc3c(c2)N(CCC(C)C)C(=O)C(C)(C)CO3)c1 | i | 0.065 | 71
O=C1CCC(C(=O)Nc2nc(CC(=O)N3CCN(c4cccc(Cl)c4)CC3)cs2)N1 (stereo not drawn) | i | 0.047 | 50
COC(=O)c1ccc(C(=O)Nc2cc(C)nn2-c2ccccc2)cc1 | i | 0.06 | 50
COC(=O)C1=CN(C)C=C(C(=O)OC)C1c1cc2c(cc1Cl)OCO2 | i | 0.061 | 39
COc1ccccc1CNC(=O)c1cc2cccnc2n(C)c1=O | i | 0.11 | 52
Cc1ccc(OCC(O)CN2CC(C)OC(C)C2)cc1 (stereo not drawn) | i | 0.072 | 72
CCOCCn1c(N2CCN(Cc3ccc(Br)cc3)CC2)nc2c1c(=O)[nH]c(=O)n2C | i | 0.088 | -12
CCS(=O)(=O)c1ccc(CC(=O)N2CCN(c3nc4c(C)ccc(Cl)c4s3)CC2)cc1 | + | 0.041* | 80*
O=C(NCC(O)(c1ccccc1)C1CC1)c1ccc(Br)o1 (stereo not drawn) | i | 0.097 | 56
O=C(NCCn1ncc2c(N3CCOCC3)ncnc21)c1ccccc1 | i | 0.055 | 53
O=C(NC1CCCC(O)C1)c1cccc(F)c1 (stereo not drawn) | i | 0.16 | 79
O=C(NCC(O)c1ccc(C(F)(F)F)cc1)C(=O)Nc1ccon1 (stereo not drawn) | i | 0.13 | 54
COc1ccc(S(=O)(=O)N2CCC(C(=O)Nc3nc(-c4ccccc4)cs3)CC2)cc1 | i | 0.051 | 49
Cc1cccc(CC(=O)Nc2ccc3c(c2)CC(=O)N3C)c1 | i | 0.074 | 61
CCOCCCNC(=O)c1cc2c(=O)n3cc(C)ccc3nc2n1Cc1ccccc1 | i | 0.12 | 61
O=C(Nc1sc2c(c1-c1nc3ccccc3s1)CCN(Cc1ccccc1)C2)c1ccco1 | i | 0.085 | 54
Cn1cccc1C(O)CNC(=O)C(C)(C)Oc1ccc(Cl)cc1 (stereo not drawn) | i | 0.11 | 67
Cc1cc(C)n(CCNC(=O)c2cccc(C#N)c2)n1 | i | 0.13 | 53
CCOc1ccccc1C(=O)NCC(O)(c1ccccc1)C1CC1 (stereo not drawn) | + | 0.063* | 60*
O=C(c1cnn(-c2ccccc2)n1)N1CCC(c2nnc(-c3ccco3)s2)CC1 | i | 0.081 | 71

Screening results deposited in PubChem BioAssay by Vanderbilt High Throughput Screening Facility.

This is a subset; the hit share may differ from the screen's.
